# West Nile antiviral: West Nile virus antiviral activity, cell-based, CPE readout (AID 1621). one-dose CPE inhibition, % at 10 µM; IC50 in µM for titrated hits. West Nile virus-infected cells, CPE inhibition; higher % means a stronger effect. actives 0.02% (n = 290,000); in the data active = a potency from the dose series; inconclusive = CPE inhibition mostly from about 3.7% at the one dose, without a potency; inactive = the rest, 99 in 100 with CPE inhibition below about 2.2%; note: strong numbers were not always called active
# Dengue-2 NS5 capping: Dengue-2 NS5 methyltransferase inhibitors, primary screen, biochemical, confirmation dose response (AID 588689); Genome polyprotein (Dengue virus type 2 (strain 16681-PDK53)); Dengue-2 NS5 methyltransferase capping enzyme assay, biochemical; higher % means a stronger effect; inhibition, % at 25 µM; hits with a dose series show IC50 in µM; actives 0.3% (n = 340,000); in the data active = a potency from the dose series; inconclusive = inhibition above about 29% without an active follow-up result
# NTR1 agonist: agonists of NTR1, primary screen, imaging, U2OS cells, beta-arrestin-GFP, high content (AID 493036); activation, % at 20 µM; Neurotensin receptor type 1 (Homo sapiens), P30989; NTR1-U2OS beta-arrestin-GFP spot imaging, agonist mode; actives 0.17% (n = 330,000);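 active = activation at or above 40% of the spot to cytoplasm intensity ratio, with at least 20 cells analyzed; inconclusive = wells under 20 cells, flagged as cytotoxic or low count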;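 note: 0% = DMSO without peptide and 100% = 100 nM NTR1 peptide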
# Target sequence (P30989 whole entry, looked up): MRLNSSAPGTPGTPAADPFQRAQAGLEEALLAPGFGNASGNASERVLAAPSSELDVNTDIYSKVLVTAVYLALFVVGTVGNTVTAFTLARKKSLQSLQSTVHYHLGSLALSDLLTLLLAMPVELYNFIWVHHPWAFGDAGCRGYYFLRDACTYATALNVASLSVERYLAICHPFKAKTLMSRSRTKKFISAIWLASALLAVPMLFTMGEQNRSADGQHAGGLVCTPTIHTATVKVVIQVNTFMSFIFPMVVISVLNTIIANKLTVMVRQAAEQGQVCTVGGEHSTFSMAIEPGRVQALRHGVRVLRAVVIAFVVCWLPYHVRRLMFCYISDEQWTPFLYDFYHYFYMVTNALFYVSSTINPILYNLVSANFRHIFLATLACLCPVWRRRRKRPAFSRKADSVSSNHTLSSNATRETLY
# Rac1 GTP hydrolysis: MgcRacGAP GTPase-activating activity inhibitors, confirmation, biochemical, ADP Hunter fluorescence; Rac GTPase-activating protein 1 (Homo sapiens); MgcRacGAP-stimulated Rac1 GTP hydrolysis, ADP Hunter fluorescence; higher % means a stronger effect; GST-tagged Rac1 F28L mutant substrate; inhibition, % at 30 µM; hits with a dose series show IC50 in µM; actives 0.6% (n = 340,000); AID 624330, 2012;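 active = first-screen hits whose inhibition reached a set limit at any dose in the follow-up dose series; inconclusive = inhibition above the set first-screen limit but never retested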;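 note: fluorescence reports GDP produced by GAP-driven GTP hydrolysis; strong numbers were not always called active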
# RSV CPE inhibition: RSV antiviral activity via CPE protection, HEp-2 cells, primary 10 µM value included (AID 2391); HEp-2 cells, RSV-induced CPE inhibition; higher % means a stronger effect; one-dose CPE inhibition, % at 10 µM; IC50 in µM for titrated hits; actives 0.13% (n = 310,000); in the data active = a potency from the dose series; inconclusive = CPE inhibition mostly from about 23% at the one dose, without a potency; inactive = the rest, 99 in 100 with CPE inhibition below about 21%; note: strong numbers were not always called active
# SV40 large T antigen: SV40 large T antigen inhibitors, biochemical (AID 1903); SV40 large T antigen ATPase/helicase inhibition assay; higher % means a stronger effect; inhibition, % at 20 µM, or IC50 in µM where a hit was titrated; actives 0.39% (n = 310,000); in the data active = a potency from the dose series; inconclusive = inhibition mostly from about 32% at the one dose, without a potency; inactive = the rest, 99 in 100 with inhibition below about 32%; note: strong numbers were not always called active
# K1F lysis inhibition: inhibition of K1F phage lysis, E. coli UTI89, bacterial capsule biogenesis inhibitors, alamar blue (AID 488966); E. coli UTI89 K1F phage lysis, alamar blue, 2 h; higher % means a stronger effect; inhibition, % at 100 µM, or IC50 in µM where a hit was titrated; actives 0.02% (n = 340,000);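 active = phage lysis inhibition, versus mean bacterial control, above a set limit; inconclusive = no clear call, values can overlap the other calls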;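 note: capsule biogenesis inhibitors block K1F phage lysis so surviving cells raise fluorescence; higher fluorescence means more inhibition of phage lysis; actives were called in the ten point dose series up to 300 µM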
# T cell modulator: modulators of CD8 T cell-vesicle binding, primary screen, mouse 2C CD8+ T cells, flow cytometry; 2C CD8+ T cell-vesicle binding; active compounds read low; calls only at 7 µM; actives 0.068% (n = 330,000);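 active = response, share of CD8 T cells binding vesicles, and their 90th percentile fluorescence all below set limits, cut at about 80% in these data, passing the limit was not always enough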
#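 Test system: purified 2C TCR transgenic mouse naive CD8+ T cells. Probe or stimulus: QL9-peptide-loaded Drosophila micro-vesicles bearing Ld, ICAM-1 and B7-1. Incubation: binding step 1.5 h, 37 °C, antibody labelling 20 min, ice. Measured by: flow cytometry of vesicle-bound cells.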
# PhoP inhibition: inhibitors of PhoP regulon expression, primary screen, Salmonella Typhimurium, GFP reporter (AID 1863); S. Typhimurium PhoP-regulated promoter GFP reporter, 4 h; higher % means a stronger effect; actives 0.16% (n = 300,000); inhibition, % at 50 µM, or IC50 in µM where a hit was titrated;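 active = inhibition over 29.93%, a cutoff 3 SD above the screen mean, later confirmed by dose response; inconclusive = inhibition over 29.93% but no dose response follow-up; inactive = inhibition at most 29.93% or unconfirmed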;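 note: 0% = low Mg2+ inducing control and 100% = high Mg2+ repressing control; strong numbers were not always called active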
# T cell modulator vesicle-bound %: second read-out of T cell modulator, no call of its own (marks repeat the call); double positive events, %; measured here: CD8+ vesicle-bound cell fraction;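 binding gate set so that unloaded-vesicle control wells show 10% double positive cells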
# NTR1 agonist cell count 20 µM: also measured in NTR1 agonist; calls as there; cell count; measured here: cell count, cytotoxicity flag
# * marks the source's active call; other numbers are inactive results; i = inactive; ? = inconclusive; nt = no result given; [ ] = another dose, or the depositor's remark. The order is random. Share with any hit: about 1.5%.
SMILES,West Nile antiviral,Dengue-2 NS5 capping,NTR1 agonist,NTR1 agonist cell count 20 µM,Rac1 GTP hydrolysis,RSV CPE inhibition,SV40 large T antigen,K1F lysis inhibition,T cell modulator,T cell modulator vesicle-bound %,PhoP inhibition
COc1ccc(C(C#N)N2N=C(C)CC2c2ccccc2)cc1OC (stereo not given),-1.1%,nt,0.2,75,12%,0.2%,1%,1.8%,i,51,-1%
O=C(COC(=O)c1cnccn1)c1cccc([N+](=O)[O-])c1,0.5%,5%,1.7,67,-6%,2.3%,7%,-0.2%,i,23,-8%
CCCCCc1ccc(-c2ccc(/C=C/C(N)=O)cc2)nc1,0.1%,1%,0.4,58,7%,4.2%,17%,2.7%,i,42,6%
Cc1sc2ncnc(N3CCC(C(=O)Nc4nc(-c5cccs5)cs4)CC3)c2c1C,nt,3%,6.5,56,13%,5.2%,3%,0.2%,i,18,4%
COc1ccc2oc(=O)c(C(=O)NCc3ccccc3)cc2c1,-0.1%,1%,-0.2,70,14%,2.0%,10%,0.2%,i,47,-2%
COc1ccc(/C=N/c2c(-c3ccco3)nc3ccccn23)cc1OC,0.5%,-7%,-1.9,79,4%,1.3%,21%,0.8%,i,53,6%
CCc1ccc(NC(=O)CS(=O)CC(=O)Nc2ccc(N3CCOCC3)cc2)cc1 (stereo not given),-0.1%,-11%,-0.9,41,5%,3.0%,7%,-0.2%,i,28,1%
CC(Oc1ccc2c3c(c(=O)oc2c1)CCCC3)C(=O)NCC1CCC(C(=O)O)CC1 (stereo not given),-0.1%,-7%,2.4,48,6%,0.1%,11%,0.2%,i,10,-10%
O=C(COC(=O)Cc1ccccc1F)NC(=O)NC1CCCC1,nt,-6%,2.5,53,0%,nt,nt,0.5%[50 µM],i,34,nt
O=C(Nc1nnc(-c2cc(Cl)ccc2Cl)o1)C1=COCCO1,nt,-1%,-0.6,66,7%,5.3%,10%,0.4%[50 µM],i,25,-6%
COc1ccc(CCNC(=O)CSc2nnc(Cn3c(=O)sc4ccccc43)n2C)cc1OC,-0.5%,-6%,0.4,73,-2%,2.0%,1%,-0.1%,i,35,-1%
Cc1ccc2cc(C3C(C#N)=C(N)Oc4c3ccc3cccnc43)c(=O)[nH]c2c1 (stereo not given),?,-8%,0.3,59,7%,-0.4%,18%,3.7%,i,43,2%
CSCCC(Nc1nc2ccccc2s1)C(=O)O (stereo not given),-0.3%,-9%,3.0,90,12%,1.1%,1%,0.2%,i,3,0%
CC1CCCC(N2CCN(S(=O)(=O)c3ccccc3)CC2)C1 (stereo not given),-0.3%,-4%,-0.8,58,16%,0.1%,3%,-0.7%,i,23,8%
COc1cccc2sc(N3CCN(c4nc5ccccc5s4)CC3)nc12,-0.4%,-6%,15,78,3%,0.6%,1%,0.2%,i,14,8%
Cc1ccccc1Nc1c(N)c(=O)oc2ccccc12,-0.9%,-12%,0.9,73,7%,4.0%,24%,1.4%,i,16,-3%
Cc1ccc(O)c(C(=O)c2cnc3c(c2)CN(CCC(C)C)C(=O)N3)c1,0.3%,-3%,-0.9,72,8%,1.7%,9%,-0.2%,i,32,3%
Cc1cccc2c1N(CCCOc1ccccc1)C(=O)C2=O,-0.4%,-9%,7.4,44,4%,4.8%,14%,-0.1%,i,19,3%
CCN(CC)c1ccc(NC(=O)c2ccccc2F)cc1S(=O)(=O)Nc1ccccc1OC,-1.6%,0%,-0.1,36,19%,4.3%,6%,4.8%,i,47,-9%
O=C(O)C1C2C=CC(O2)C1C(=O)NCCC1=CCCCC1 (stereo not given),-0.3%,-2%,-0.5,91,4%,0.3%,3%,-0.1%,i,32,12%
CCOC(=O)C1(Cc2cccc(OC)c2)CCCN(C(=O)CSC)C1 (stereo not given),-0.7%,-1%,nt,nt,5%,0.4%,8%,0.7%,i,57,3%
Cc1cc(Cl)ccc1C1=CC(=O)C[C@H](c2ccc(F)cc2)C1,nt,-8%,0.5,46,8%,5.0%,nt,0.0%,i,34,nt
O=C(Nc1ccc(-c2nc3ccccc3o2)cc1)C1CCCO1 (stereo not given),1.2%,-4%,-0.2,51,6%,6.9%,12%,1.9%,i,23,-4%
CN(C)/N=C/c1c(O)ccc2ccccc12,0.4%,10%,-1.8,31,24%,7.8%,25%,1.8%,i,61,5%
Cc1cc(C)n(C(=O)c2cc([N+](=O)[O-])cc([N+](=O)[O-])c2)n1,0.3%,-3%,0.2,61,-7%,0.6%,14%,-0.8%,i,19,10%
SMILES,West Nile antiviral,Dengue-2 NS5 capping,NTR1 agonist,NTR1 agonist cell count 20 µM,Rac1 GTP hydrolysis,RSV CPE inhibition,SV40 large T antigen,K1F lysis inhibition,T cell modulator,T cell modulator vesicle-bound %,PhoP inhibition
COc1ccccc1OCCn1c(=O)sc2ccccc21,-0.5%,-1%,-3.6,63,8%,1.0%,7%,0.0%,i,29,-3%
Cc1ccc(OCCNC(=O)/C=C/c2ccccc2)cc1,-0.6%,-7%,-0.7,68,9%,0.3%,11%,1.7%[50 µM],i,42,7%
CCOc1ccc(NC(=O)C2CC(=O)N(CCc3ccc(OC)c(OC)c3)C2)cc1OCC (stereo not given),nt,1%,0.5,59,3%,0.1%,nt,-0.5%[50 µM],i,22,nt
COc1cccc(C(=O)NCC(=O)OCC(=O)c2ccccc2)c1,-0.1%,3%,0.8,67,8%,1.7%,7%,2.2%[50 µM],i,40,0%
COc1cc(NC(=O)CCCOc2ccc(Cl)cc2Cl)c(C(=O)O)cc1OC,0.5%,3%,-0.5,50,14%,6.8%,14%,0.1%,i,30,-9%
Cc1nc2ccc(NC(=O)c3ccc(=O)[nH]c3)cc2s1,-0.2%,-3%,1.5,46,11%,21%,6%,-1.5%,i,21,1%
COc1cccc(CC(=O)NCCCSc2ccccc2)c1,-0.4%,4%,-0.5,57,5%,2.0%,15%,0.1%,i,22,-5%
Cc1csc(NC(=O)CSc2nsc(SCC(=O)Nc3nc(C)cs3)c2C#N)n1,?,-6%,2.9,47,6%,5.0%,2%,0.8%,i,53,-8%
C/C(CC(=O)Nc1cccc(F)c1)=N\NC(=O)c1ccncc1,0.1%,2%,3.9,57,7%,1.9%,12%,-1.4%,i,14,-1%
CC(C)(C)C(=O)COc1ccccc1[N+](=O)[O-],-0.2%,-3%,-0.8,30,3%,1.0%,9%,-0.3%,i,24,0%
Cc1ccc(C2C(C(=O)c3ccco3)=C(O)C(=O)N2c2nnc(C)s2)cc1 (stereo not given),0.4%,6%,-0.4,81,5%,1.5%,9%,-0.3%,i,31,-2%
Cc1ccc(CCN2C(Nc3ccccc3)=NC[C@@H]2C)cc1,nt,-7%,-0.5,92,8%,-0.6%,8%,1.5%,i,22,nt
COc1ccccc1OCCn1c(SCC(=O)O)nc2ccccc21,-0.2%,-6%,-1.0,58,2%,1.6%,11%,-0.5%,i,63,-4%
O=C(Nc1ccccc1C(=O)Nc1ccccc1C(=O)NCc1ccco1)c1ccco1,0.1%,-1%,2.0,44,12%,0.2%,4%,-0.1%,i,35,-5%
Cc1cc(NC(=O)c2cc(-c3cccnc3)nc3c(C)c(C)ccc23)no1,0.0%,11%,5.7,58,13%,3.9%,22%,0.4%,i,10,-13%
COc1cc(/C=C2\SC(=O)N(c3ccc(Cl)cc3)C2=O)cc([N+](=O)[O-])c1O,-0.6%,4%,nt,nt,14%,nt,11%,-2.8%,nt,nt,-6%
CC1(C)C(C=C(Cl)Cl)C1C(=O)N(Cc1cccc(Cl)c1)C1CCS(=O)(=O)C1 (stereo not given),-0.7%,0%,6.0,48,8%,7.2%,5%,4.3%,i,44,-9%
Cc1cccc(N2CCN(C(=O)Cn3ccc4ccccc4c3=O)CC2)c1C,0.1%,-7%,5.1,55,4%,19%,10%,0.5%,i,0,14%
COc1cccc(NC(=O)N2CCCC2C(=O)Nc2ccc3c(c2)OCO3)c1 (stereo not given),0.0%,-7%,-0.9,91,11%,0.3%,5%,0.3%,i,55,1%
Cc1cccc(NC(=S)NC(C)(C)CC(C)(C)C)c1,-0.3%,-4%,6.1,85,4%,0.2%,12%,-3.4%,i,45,-7%
CCc1nnc(NC(=O)CSc2nc(-c3ccccc3)nc3ccccc23)s1,-0.2%,-4%,8.7,64,6%,1.4%,9%,2.7%,i,36,-10%
Cc1cc(Br)ccc1NC(=O)CSc1nnc(CN2CCOCC2)n1C,-0.8%,-2%,-2.2,64,8%,2.0%,2%,0.0%,i,39,5%
CCC1CCCCN1C(=O)CCNS(=O)(=O)c1ccc2c(c1)oc(=O)n2C (stereo not given),-0.4%,-3%,1.2,39,-1%,0.3%,-6%,0.4%,i,1,8%
CCCc1cc(=O)[nH]c(SCC(=O)NC(=O)OCC)n1,-0.3%,3%,0.1,56,5%,1.4%,3%,0.3%,i,8,1%
O=C(O)c1ccccc1/C=N/n1c(C2CCCCC2)n[nH]c1=S,-1.2%,3%,-0.5,102,12%,1.5%,27%,0.1%,i,43,nt
S=C(NCc1ccco1)Nc1ccc(Oc2ccccc2)cc1,-0.4%,-5%,-0.7,79,1%,2.5%,0%,-0.2%,i,40,-5%
CC1(c2ccccc2)NC(=O)N(CC(=O)N2CCN(S(=O)(=O)c3cccs3)CC2)C1=O (stereo not given),nt,-2%,0.7,80,7%,-1.9%,13%,1.3%[50 µM],i,25,-7%

# In another format: results already given.
S=C(NCc1ccco1)Nc1ccc(Oc2ccccc2)cc1
  West Nile antiviral = -0.4%
  Dengue-2 NS5 capping = -5%
  NTR1 agonist = -0.7
  NTR1 agonist cell count 20 µM = 79
  Rac1 GTP hydrolysis = 1%
  RSV CPE inhibition = 2.5%
  SV40 large T antigen = 0%
  K1F lysis inhibition = -0.2%
  T cell modulator = i
  T cell modulator vesicle-bound % = 40
  PhoP inhibition = -5%

CC1(c2ccccc2)NC(=O)N(CC(=O)N2CCN(S(=O)(=O)c3cccs3)CC2)C1=O (stereo not given)
  West Nile antiviral = nt
  Dengue-2 NS5 capping = -2%
  NTR1 agonist = 0.7
  NTR1 agonist cell count 20 µM = 80
  Rac1 GTP hydrolysis = 7%
  RSV CPE inhibition = -1.9%
  SV40 large T antigen = 13%
  K1F lysis inhibition = 1.3%[50 µM]
  T cell modulator = i
  T cell modulator vesicle-bound % = 25
  PhoP inhibition = -7%
